Bioassay records deposited in PubChem by several laboratories.
CHT allo act = human CHT allosteric activation. CHT-expressing cells, membrane potential dye, choline EC20; stronger effect = higher value; LV-AA mutant CHT in HEK293 cells. B-score at 10 µM. 310,000 compounds, 0.49% hits;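 active = initial fluorescence not abnormally high and integrated response B-score, plate-corrected, over 3 SD above library mean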
Target sequence (Q9GZV3 whole entry, looked up): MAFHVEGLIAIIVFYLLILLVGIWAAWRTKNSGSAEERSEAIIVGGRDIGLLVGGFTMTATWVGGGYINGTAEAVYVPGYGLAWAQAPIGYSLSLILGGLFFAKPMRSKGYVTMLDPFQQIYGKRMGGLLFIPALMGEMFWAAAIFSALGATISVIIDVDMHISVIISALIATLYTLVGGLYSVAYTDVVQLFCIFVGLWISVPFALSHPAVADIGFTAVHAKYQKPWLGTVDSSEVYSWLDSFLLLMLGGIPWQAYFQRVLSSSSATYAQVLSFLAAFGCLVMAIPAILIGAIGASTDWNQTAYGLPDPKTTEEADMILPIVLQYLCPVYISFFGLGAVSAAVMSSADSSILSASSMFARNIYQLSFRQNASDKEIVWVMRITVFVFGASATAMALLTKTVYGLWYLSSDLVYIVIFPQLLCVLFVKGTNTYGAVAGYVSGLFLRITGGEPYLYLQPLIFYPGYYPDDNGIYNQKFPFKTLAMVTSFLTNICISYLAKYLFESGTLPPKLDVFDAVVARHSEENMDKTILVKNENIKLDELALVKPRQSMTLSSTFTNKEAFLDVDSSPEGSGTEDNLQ
OX1R antag-1 = OX1R (human) antagonism | AID 485270 | inhibition, % at 6.6 µM | OX1R-expressing cells, FRET antagonist read-out | 330,000 compounds, 1.8% hits; in the data active = inhibition mostly above about 38%, no sharp cut-off; inactive = mostly below about 40%;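 also: 0% = agonist challenge alone and 100% = reference antagonist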
Target sequence (O43613 whole entry, looked up): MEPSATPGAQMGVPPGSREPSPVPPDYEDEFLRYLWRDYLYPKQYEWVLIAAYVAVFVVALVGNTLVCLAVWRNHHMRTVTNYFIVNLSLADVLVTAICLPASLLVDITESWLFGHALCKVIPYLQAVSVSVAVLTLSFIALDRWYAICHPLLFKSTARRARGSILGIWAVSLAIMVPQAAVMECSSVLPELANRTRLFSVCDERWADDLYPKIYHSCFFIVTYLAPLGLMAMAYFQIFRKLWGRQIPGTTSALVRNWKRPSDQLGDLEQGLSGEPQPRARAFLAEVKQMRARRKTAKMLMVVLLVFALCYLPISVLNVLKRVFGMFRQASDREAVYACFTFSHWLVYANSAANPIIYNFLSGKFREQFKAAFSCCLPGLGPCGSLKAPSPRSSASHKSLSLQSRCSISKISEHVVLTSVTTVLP
OX1R antag-2 = human HCRTR1 antagonism | O43613 | CHO/OX1R cells, Fluo-8 calcium fluorescence, orexin A | inhibition, % at 5 µM | 330,000 compounds, 0.43% hits | AID 434989;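 active = inhibition above its plate's threshold, mean inhibition of all tested compounds on the plate plus 3 SD, cut at about 37% in these data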;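 also: 0% = orexin A challenge wells and 100% = SB-334867-A antagonist wells; not every result past the cut was called active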
Starred values were filed as active, the others as inactive; i = inactive; nt = no result given.

Every second line gives: CHT allo act | OX1R antag-1 | OX1R antag-2
- CC(C)(C)OC(=O)NCc1ccc(CNC(=O)c2[nH]cnc2C(=O)NC2CCN(C(=O)OC(C)(C)C)CC2)cc1
 : nt | 5 | -26
- CC(CCc1ccccc1)NC(=O)C1CC1 (stereo unspecified)
 : i | 0 | -7
- CCN(CC(=O)Nc1ccc(NC(C)=O)cc1)C(=O)Cc1ccc(S(=O)(=O)N2CCOCC2)s1
 : i | 8 | -17
- COc1cc(OC)cc(C(=O)NCC(=O)OCC(=O)C(C)(C)C)c1
 : i | 10 | 2
- Cc1cc(C)cc(OCC(=O)OCC(=O)N2CCc3ccccc32)c1
 : i | 11 | -18
- COc1ccc(NC(=O)CSc2nc(N)c(C(=O)Nc3ccc(N(C)C)cc3)s2)cc1
 : i | 44 | 25
- C=CCSc1nc(N)c(C#N)c(-c2ccc(C)cc2)c1C#N
 : i | 14 | 9
- Cc1cc(C)c(S(=O)(=O)N2CCN=C2c2ccccc2)cc1C
 : i | 9 | -18
- Cc1n[nH]c(C)c1S(=O)(=O)N(CC(=O)Nc1ccc2c(c1)OCCO2)c1ccc(C(C)C)cc1
 : i | 6 | -26
- COc1ccc(S(=O)(=O)N2CCOCC2)cc1C(=O)Nc1nc2ccccc2s1
 : i | 11 | -34
- Cc1ccc(S(=O)(=O)NC(=O)NCC2CCN(S(=O)(=O)c3ccccc3)CC2)cc1
 : i | 4 | -47
- Cn1c(Oc2ccccc2NCc2cc(Br)ccc2O)cc(=O)n(C)c1=O
 : i | 32 | -1
- CCOc1cc(N2CCOCC2)c(OCC)cc1NC(=O)c1ccc(-n2ccnc2)c([N+](=O)[O-])c1
 : i | 23 | -15
- O=C(Nc1cccc2c1CCCC2)c1ccco1
 : i | 11 | -6
- COc1ccc(CC(C(=O)Nc2cc(C)ccc2C)/C(N)=N/O)cc1 (stereo unspecified)
 : i | 6 | -5
- CCc1nc2sc(C)c(C)c2c(=O)n1CCO
 : i | 17 | -12
- Cc1ccc(-c2nc(CN(CC3CCC3)CC3CCCO3)c(C)o2)s1 (stereo unspecified)
 : i | 26 | -24
- CCN(CC)S(=O)(=O)c1cc(C(=O)OCC(=O)NC2CCCc3ccccc32)ccc1C (stereo unspecified)
 : i | 25 | -27
- COc1cccc(NC(=O)CNC(=O)N2CC(=O)Nc3ccccc32)c1
 : i | 7 | -17
- O=[N+]([O-])c1ccc(N2CCCC2)cc1NC1CC1
 : i | 25 | -7
- CSc1nnc(Cc2sc(-c3ccccc3)nc2-c2ccccc2)o1
 : i | 9 | -22
- COc1ccc(CCNC(=O)Cn2c(=O)oc3cc(Cl)ccc32)cc1OC
 : i | 25 | -19
- CC1CCCN(CC(=O)Nc2cc(S(=O)(=O)N3CCOCC3)ccc2N2CCCC2)C1 (stereo unspecified)
 : nt | 9 | -9
- O=S1(=O)C=C(SCCN2CCCC2)c2ccccc21
 : i | 6 | -9
- CC1=C(C(N)=O)C(c2ccc(Br)cc2)n2nc(CCCO)nc2N1 (stereo unspecified)
 : i | -6 | -23
- O=C(Cc1ccc(Br)cc1)Nc1ccc(S(=O)(=O)Nc2ncccn2)cc1
 : i | 6 | -7
- Cc1cc(Cl)ccc1NC(=S)NCCc1ccc(S(N)(=O)=O)cc1
 : i | 26 | -12
- COc1ccc(S(=O)(=O)N2CCCCCC2)cc1C(=O)OC(C)C(N)=O (stereo unspecified)
 : i | 8 | -22
- CN(C)c1ccc(CNCCC2CCOC(C)(C)C2)cc1 (stereo unspecified)
 : i | 28 | -8
- CC(C)CC(COCc1ccc(F)cc1)N1CCN(C(=O)c2cccc(C(F)(F)F)c2)CCC1=O (stereo unspecified)
 : i | 22 | -18
- C=CCNc1nc(-c2ccc(OC)cc2OC)cs1
 : i | 12 | -30
- CC1C/C(=N/NC(=O)c2ccc(CSc3nc4ccccc4[nH]3)cc2)CC(C)(C)C1 (stereo unspecified)
 : i | 21 | -8
- Cc1cc(NC(=O)CSc2nc(=O)n3cc(Cl)ccc3n2)no1
 : i | 11 | -6
- CCOC(=O)c1sc2nc(CN3CCCCC3)nc(Cl)c2c1C
 : i | 17 | -24
- CCn1nnc(-c2ccc(N)cc2)n1
 : i | 10 | -13
- Cc1ccc(C(=O)c2ccccc2C(=O)OCC(=O)Nc2cccc([N+](=O)[O-])c2)cc1
 : i | 45 | -19
- Cc1ccc(S(=O)(=O)Nc2ccc3nc(-c4cccn4C)[nH]c3c2)cc1
 : i | 53 | 0
- O=C(N/C(=C\c1ccco1)C(=O)N1CCCC(CO)C1)c1ccccc1 (stereo unspecified)
 : i | 16 | -10
- CCOC(=O)c1cn(-c2ccc(F)c(F)c2F)c2c(F)c(F)c(F)cc2c1=O
 : i | 6 | -21
- C=CCNC(=S)N/N=C(\C)c1ccccn1
 : i | 5 | 24
- NC(=O)c1ccc(NC(=O)COC(=O)C2COc3ccccc3O2)cc1 (stereo unspecified)
 : nt | 9 | 8
- Cc1noc(NS(=O)(=O)c2ccc(NC(=O)COc3ccc(C#N)cc3)cc2)c1C
 : nt | 6 | -11
- Cc1ccc(C)c(N2CC(C(=O)OCC(=O)Nc3cc(C)on3)CC2=O)c1 (stereo unspecified)
 : i | 11 | -37
- COc1ccc(C(=O)NCc2ccncc2)cc1S(=O)(=O)NCc1ccc(Cl)cc1
 : nt | 6 | -12
- COc1ccc(CCN2C(=NC(=O)CCC(=O)O)SC3CS(=O)(=O)CC32)cc1 (stereo unspecified)
 : i | 8 | 2
- CCCCNC(C(=O)Nc1ccc([N+](=O)[O-])cc1Br)c1ccccc1 (stereo unspecified)
 : i | 23 | -29
- CC(=O)Nc1ccc(N2C(=O)CSC2c2cccc(Br)c2)cc1 (stereo unspecified)
 : i | 4 | -14
- c1ccc(CN2CCC3(CC2)Nc2ccccc2S3)cc1
 : i | 2 | 3
- CCN(C(=O)COC(=O)c1ccc(C)c(S(=O)(=O)N2CCCCC2)c1)C1CCS(=O)(=O)C1 (stereo unspecified)
 : i | 14 | -15
- Cc1sc2nc(SCC(=O)N(CCO)CCO)nc(N)c2c1C
 : i | 7 | 11
- CCC1CCCCN1S(=O)(=O)c1ccc([N+](=O)[O-])cc1 (stereo unspecified)
 : i | 29 | -19
- Cc1ccccc1Sc1c(C#N)c(-c2ccccc2)nn1C
 : i | 16 | 10
- Cc1sc2nc(SCC(=O)N(C)Cc3ccccc3)n(-c3ccccc3)c(=O)c2c1C
 : i | 1 | -23
- COc1cc2c(cc1OC)CN(C1CCCN(Cc3cc(Cl)ccc3O)C1)CC2 (stereo unspecified)
 : i | 8 | -18
- Cc1c(C)c2ccc(OC(C)C(=O)N3C[C@H]4C[C@@H](C3)c3cccc(=O)n3C4)c(C)c2oc1=O (stereo partly specified)
 : i | 19 | -14
- Cc1cccc(NC(=O)c2ccccn2)c1C
 : i | 23 | -21
- O=C(O)c1ccc(OCCn2ccnc2)cc1
 : i | 6 | -2
- Cc1cc([N+](=O)[O-])nn1CC(=O)N/N=C/c1ccccc1O
 : i | 1 | 5
- CN(C(=O)c1cccc(COc2ccc(Cl)cc2Cl)c1)c1ccccc1
 : i | 12 | -24
- CCC(=O)c1ccc(/C=C/c2nc3ccccc3n2C)o1
 : i | 21 | -13

The results go on.
Every second line gives: CHT allo act | OX1R antag-1 | OX1R antag-2
- CCOC(=O)N1CCN(C(=O)c2oc3ccc(S(=O)(=O)N(CC)CC)cc3c2C)CC1
 : i | -1 | -19
- Cn1c(=O)c2c(nc(CN3CCN(C(=O)c4ccco4)CC3)n2CCc2ccccc2)n(C)c1=O
 : i | 9 | -18
- COC(=O)c1ccccc1NC(=O)c1sc(=S)n(C)c1N
 : i | 93* | 78*
- O=C(O)c1cc(-c2ccccc2)n(-c2ccc(Cl)cc2)n1
 : i | 12 | -17
- Cc1ccc(C(=O)OCc2nc(N)nc(Nc3ccccc3C)n2)cc1
 : i | -3 | -15
- O=C(Cn1nc(C(F)F)cc1C1CC1)N1CCCC1
 : i | 8 | -12
- COc1ccc(NC(=O)c2cc(S(=O)(=O)N3CCS(=O)(=O)CC3)ccc2Cl)cc1
 : i | 12 | -19
- COC(=O)c1ccc2nc(NC(=O)C(C)(C)C)sc2c1
 : i | 13 | -8
- COc1ccc2[nH]c(C(=O)Nc3cccc(C)n3)cc2c1
 : i | 11 | -25
- O=C(NNC(=O)c1cc2cc(OC(F)(F)F)ccc2[nH]1)c1cccc(C(F)(F)F)c1
 : i | 8 | -23
- O=C(CSc1ncnc2ccccc12)NC1CCS(=O)(=O)C1 (stereo unspecified)
 : nt | -1 | -9
- COC(=O)CN(c1nc(C)c(Br)c(OC)n1)S(=O)(=O)c1ccc(C)cc1
 : i | 12 | -34
- OC1CCCN(CC(O)COC(c2ccccc2)c2ccccc2)C1 (stereo unspecified)
 : i | 10 | -4
- COc1cc(C)ccc1OCC(=O)NCC1CCCO1 (stereo unspecified)
 : nt | 8 | -15
- Cc1cc2c(cc1S(=O)(=O)CCC(=O)NCCc1ccccc1)OCC(=O)N2
 : i | 23 | -25
- COc1ccc(CNS(=O)(=O)c2ccc(S(=O)(=O)N3CCCCC3)cc2)cc1
 : i | 12 | 13
- Cc1cc2ccccn2c1C(=O)c1ccncc1
 : i | 32* | 1
- O=C1OC(Nc2cc(Br)cc3cccnc23)c2ccccc21 (stereo unspecified)
 : i | 62* | -6
- Cc1cccc(NC(=O)CCCc2ccccc2)c1
 : i | 16 | -24
- Cc1ccc(Nc2nc(CSc3nnc(-c4ccncc4)n3C)cs2)cc1
 : i | 12 | -28
- CCc1cccc(CC)c1NC(=O)COC(=O)c1cccc(S(=O)(=O)N2CCc3ccccc3C2)c1
 : i | 24 | -18
- CC(=O)Nc1ccc2c(c1)c1ccccc1n2C(C)=O
 : i | 78* | 0
- O=C(NCc1ccccn1)Nc1ccc2c(c1)OCO2
 : i | 14 | -8
- COc1ccc(/C=N/NC(=O)Cn2cnc3ccccc3c2=O)cc1
 : i | 15 | -14
- CN(C)CCCNc1ccc(-c2n[nH]c(=O)c3ccccc23)cc1[N+](=O)[O-]
 : i | 21 | -27
- CC(C)(C)NC(=O)CSc1nnc(NC(=O)CCc2ccccc2)s1
 : i | 7 | -36
- COc1ccc(CNC(=O)N2CCN(c3ccc(F)cc3)CC2)cc1
 : i | -2 | -22
- Cc1ccc(C(c2sc3nc(C)nn3c2O)N2CCN(c3ccccc3)CC2)cc1 (stereo unspecified)
 : i | 12 | -5
- C/C(CC(=O)Nc1cccc(Cl)c1C)=N\NC(=O)Cc1csc(N)n1
 : i | 2 | -20
- CCc1ccc(CN(C)C(=O)c2cc(COc3ccc(-n4cncn4)cc3)on2)cc1
 : i | 11 | -10

Quoted from the results shown for reference:
Every second line gives: CHT allo act | OX1R antag-1 | OX1R antag-2
- COC(=O)CN(c1nc(C)c(Br)c(OC)n1)S(=O)(=O)c1ccc(C)cc1
 : i | 12 | -34
- OC1CCCN(CC(O)COC(c2ccccc2)c2ccccc2)C1 (stereo unspecified)
 : i | 10 | -4

Following part:
Every second line gives: CHT allo act | OX1R antag-1 | OX1R antag-2
- O=C(Nc1ccc(Cl)c(Cl)c1)N1CCSCC1
 : i | 33 | -17
- CCc1nnc(SCC(=O)NC2CCCCC2)nc1CC
 : i | 16 | -18
- O=C(N/N=C/c1ccc2ncccc2c1)c1ccco1
 : i | 24 | 0
- Cc1ccccc1N1OC2C(=O)N(c3ccc(F)cc3)C(=O)C2C1c1ccccn1 (stereo unspecified)
 : i | 26 | -21
- CCN(CC)CCCn1c2c(c(SCC(=O)Nc3nccs3)nc1=O)CCC2
 : i | 21 | -2
- O=C(COc1ccccc1Cl)NC(=S)N1CCc2ccccc21
 : i | 13 | 2
- CC1CC2=C(CC1/C=N/NC(N)=S)C(C)(C)CCC2 (stereo unspecified)
 : i | 14 | 12
- CC(=O)Oc1ccc(C(=O)Nc2cccc(C(=O)NC(C)(C)C)c2)cc1
 : i | 12 | -14
- CC(C)=CCCC(C)CN1CCC(n2nccc2NC(=O)C2CCCC2)CC1 (stereo unspecified)
 : i | 25 | -16
- c1ccc2c(Nc3ccc4c(c3)OCCO4)c3c(nc2c1)CCC3
 : i | 16 | -3
- CC1CCCCC12NC(=O)N(CC(=O)Nc1sccc1C(N)=O)C2=O (stereo unspecified)
 : nt | 9 | -1
- Cc1ccc(CNC(=O)CCNC(=O)N2CCn3c2nc2ccccc23)cc1
 : i | 9 | -12
- CCOc1ccccc1CNC(=O)C1Cc2cc(S(=O)(=O)N3CCCCC3)ccc2N1C(C)=O (stereo unspecified)
 : i | 14 | -12
- C[C@H](CO)N1C[C@H](C)[C@@H](CN(C)S(=O)(=O)c2cccs2)Oc2c(NC(=O)c3ccncc3)cccc2C1=O
 : nt | 2 | -7
- Cc1ccc(N(CC(=O)NC2CCCC2)C(=O)CCCC(=O)Nc2ccccn2)cc1C
 : i | 29 | -18
- CCn1c(O)c(N=NC(=S)NCC2CCCO2)c2ccccc21 (stereo unspecified)
 : i | 14 | -36
- N#Cc1c(-c2ccccc2)cc(C2CC2)nc1SCC(=O)O
 : i | 22 | 6
- COc1cc2nc(SCC(=O)c3ccc(Br)cc3)n3nc(C)nc3c2cc1OC
 : i | 16 | -16
- CCN(CC)C1=N/C(=C\c2ccco2)C(=O)N1c1ccccc1
 : i | 1 | -13
- CCOc1ccc(CCNC(=O)c2nnc(Cc3ccc(F)cc3)o2)cc1OCC
 : i | 16 | -31
- CCCC(C(=O)NC1CCCC1)N(CC1CCCO1)C(=O)CNS(=O)(=O)c1ccccc1 (stereo unspecified)
 : i | 26 | -19

Fetched one by one from the entries so far:
Every second line gives: CHT allo act | OX1R antag-1 | OX1R antag-2
- COc1ccc(CCN2C(=NC(=O)CCC(=O)O)SC3CS(=O)(=O)CC32)cc1 (stereo unspecified)
 : i | 8 | 2
- CC1=C(C(N)=O)C(c2ccc(Br)cc2)n2nc(CCCO)nc2N1 (stereo unspecified)
 : i | -6 | -23
- C=CCNc1nc(-c2ccc(OC)cc2OC)cs1
 : i | 12 | -30
- O=C(Nc1cccc2c1CCCC2)c1ccco1
 : i | 11 | -6
